GPR7 antag = GPR7 receptor antagonists, primary screen, cell-based, fluorescence, single concentration | Neuropeptides B/W receptor type 1 (Homo sapiens), P48145 | GPR7-expressing cells, fluorescence antagonist assay | inhibition, % at 4.4 µM | 1.1% of 290,000 active; in the data active = inhibition above about 16%, passing the limit was not always enough;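 also: cells stimulated with the agonist NPW; 0% = agonist with vehicle and 100% = vehicle without agonist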
Target sequence (P48145 whole entry, looked up): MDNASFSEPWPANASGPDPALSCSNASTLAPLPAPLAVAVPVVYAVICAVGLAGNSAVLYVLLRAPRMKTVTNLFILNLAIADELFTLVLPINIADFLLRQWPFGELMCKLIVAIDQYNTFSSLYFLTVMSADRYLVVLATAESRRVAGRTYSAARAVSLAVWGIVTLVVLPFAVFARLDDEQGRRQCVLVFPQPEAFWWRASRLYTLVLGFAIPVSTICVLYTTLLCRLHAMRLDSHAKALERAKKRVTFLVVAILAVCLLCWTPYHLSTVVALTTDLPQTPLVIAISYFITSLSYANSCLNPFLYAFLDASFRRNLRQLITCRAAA
IDE act = human IDE activators in live cells, primary screen, fluorescence polarization, HEK cells, FAbeta-B substrate | activation, % at 5.96 µM | 0.073% of 340,000 active | Insulin-degrading enzyme (Homo sapiens), P14735 | AID 493087, 2011 | FAbeta-B cleavage; 0% vehicle, 100% cell-free pure enzyme wells;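 active = activation above the mean of all tested compounds plus 3 SD, set per screening campaign, cut at about 17% in these data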
IDE inh = human IDE inhibitors in live cells, primary screen, fluorescence polarization, HEK cells, FAbetaB substrate; Insulin-degrading enzyme (Homo sapiens), P14735; FAbetaB cleavage; inhibition, % at 5.59 µM; 0.41% of 320,000 active;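 active = percent inhibition above the average of all tested compounds plus 3 SD, set per screening campaign, cut at about 16% in these data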;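 also: IDE supplied by intact live HEK cells; FP after avidin binding of uncleaved biotin substrate so inhibition keeps polarization high; 0% = DMSO wells and 100% = 60 µM reference IDE inhibitor Ii1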
VIM-2 inhibitor = VIM-2 metallo-beta-lactamase inhibitors, primary screen, biochemical, epi-absorbance readout, Pseudomonas aeruginosa enzyme; purified VIM-2, nitrocefin hydrolysis, epi-absorbance fluorescence; inhibition, % at 5.6 µM; 0.89% of 290,000 active; AID 1527, 2009;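 active = inhibition above the mean of all tested compounds plus 3 SD, cutoff set per screening run, cut at about 7.5% in these data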;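 also: red hydrolysis product quenches plate fluorescence so inhibitors raise well fluorescence; 0% = enzyme with DMSO and 100% = DMSO without enzyme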
IMP-1 inh = IMP-1 metallo-beta-lactamase inhibitors, primary screen, biochemical, epi-absorbance readout, Pseudomonas aeruginosa enzyme; inhibition, % at 5.6 µM; AID 1556, 2009; 0.45% of 290,000 active; purified IMP-1, nitrocefin hydrolysis, epi-absorbance fluorescence;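 active = inhibition above the mean plus 3 SD of all compounds in the same screening run, cut at about 4.5% in these data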;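 also: 0% = IMP-1 with DMSO and 100% = DMSO wells lacking enzyme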
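System: purified IMP-1; amount: IMP-1 0.2 nM before substrate addition; compound: single dose, 5.6 µM; times: 25 °C, 15 min preincubation, 25 min reaction; signal: Epi-absorbance via hydrolysed-nitrocefin quenching of white-plate fluorescence, 480/530 nm, EDTA stop; benchmarks: DMSO with and without IMP-1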
NALP1 yeast inh = NALP1 inflammasome inhibitors in reconstituted yeast, colorimetric, S. cerevisiae, triplicate retest; S. cerevisiae NALP1/ASC/caspase-1 growth, X-gal OD620, 72 h; inhibition, % at 10 µM; 0.61% of 280,000 active; AID 2071, 2009; in the data active = inhibition mostly above about 24%, no sharp cut-off; inactive = mostly below about 32%; also: some compounds called inactive have numbers as strong as hits
M18AAP inhibitor = PfM18AAP inhibitors, malaria aminopeptidase, primary screen, biochemical, QFRET, recombinant enzyme | M18 aspartyl aminopeptidase (Plasmodium falciparum 3D7) | H-Glu-NHMec fluorogenic cleavage | inhibition, % at 7.35 µM | 1.2% of 290,000 active | AID 1822, 2009;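 active = inhibition above the campaign mean inhibition over all tested compounds plus 3 SD, cut at about 28% in these data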;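 also: 0% = plate median of test compound wells and 100% = 2 mM ZnCl2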
p-CIP stab down = p/CIP-EGFP fusion destabilizers, primary screen, fluorescence, F442A cells | Q05BA5 | 16 h | decrease of EGFP signal, % at 10 µM | 0.01% of 290,000 active | AID 1984, 2009;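 active = EGFP signal decrease of at least 30% at 10 µM or well 3 SD below plate mean, unless failing retest; inactive = the rest, including hits failing retest or dose response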; also: some compounds called inactive have numbers as strong as hits; many of its hits are not listed in these tables
PHOSPHO1 block = PubChem AID 1565; 1.1% of 290,000 active; inhibition, % at 13.3 µM; recombinant PHOSPHO1, absorbance phosphatase assay; Phosphoethanolamine/phosphocholine phosphatase (Homo sapiens), Q8TCT1; in the data active = inhibition above about 60%
Target sequence (Q8TCT1 whole entry, looked up): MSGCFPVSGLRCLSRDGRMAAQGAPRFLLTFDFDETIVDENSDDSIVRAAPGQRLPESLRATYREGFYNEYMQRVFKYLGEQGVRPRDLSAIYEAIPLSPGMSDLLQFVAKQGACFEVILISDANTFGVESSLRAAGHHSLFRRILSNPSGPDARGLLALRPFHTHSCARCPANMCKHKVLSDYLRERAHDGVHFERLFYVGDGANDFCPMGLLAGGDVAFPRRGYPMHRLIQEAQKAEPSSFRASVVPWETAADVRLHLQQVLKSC
* hit, by the source's call. Outcome played no part in choosing rows; about 5.3% have a hit in one of these screens.

For CCOC(=O)C1=C(c2ccccc2)N=c2s/c(=C\c3cccc(O)c3)c(=O)n2C1c1cccs1 (centres undefined) the results were GPR7 antag -4, IDE act -5, IDE inh 2, VIM-2 inhibitor -2.9, IMP-1 inh -3.7, NALP1 yeast inh -4, M18AAP inhibitor -7, p-CIP stab down 5 and PHOSPHO1 block -8.
CCc1ccccc1NC(=O)N[C@H](C(=O)O)C(C)C was read as GPR7 antag -14, IDE act -1, IDE inh 8, VIM-2 inhibitor -4.0, IMP-1 inh -5.3, NALP1 yeast inh 1, M18AAP inhibitor -5, p-CIP stab down -4 and PHOSPHO1 block -60.
Screening CCn1c(Cc2ccccc2)nnc1SCC(=O)Nc1nc(C)c(C)s1 returned GPR7 antag -8, IDE act -4, IDE inh 5, VIM-2 inhibitor -2.1, IMP-1 inh -5.1, NALP1 yeast inh 15, M18AAP inhibitor 2, p-CIP stab down -1 and PHOSPHO1 block -12.
COc1ccc(-c2csc(NC(=O)COC(=O)C3=COCCO3)n2)cc1 was read as GPR7 antag 4, IDE act -1, IDE inh 7, VIM-2 inhibitor -1.0, IMP-1 inh -1.3, NALP1 yeast inh 5, M18AAP inhibitor 2, p-CIP stab down -4 and PHOSPHO1 block -7.
`Cc1ccc(OCCC(=O)OCC(=O)Nc2ccc(Cl)cn2)cc1` gave GPR7 antag 4, IDE act -1, IDE inh 0, VIM-2 inhibitor -0.9, IMP-1 inh -3.3, NALP1 yeast inh -7, M18AAP inhibitor -8, p-CIP stab down -10 and PHOSPHO1 block -8.
Screening O=C(c1cnsn1)N1CCC(CO)(Cc2ccc(Cl)cc2)CC1 returned GPR7 antag 1, IDE act 2, IDE inh -9, VIM-2 inhibitor -1.9, IMP-1 inh -1.7, NALP1 yeast inh 4, M18AAP inhibitor -1, p-CIP stab down -5 and PHOSPHO1 block 1.
Screening COc1ccc(-c2noc(-c3ccccc3C(=O)Nc3cccnc3)n2)cc1 returned GPR7 antag 14*, IDE act 0, IDE inh 7, VIM-2 inhibitor 1.9, IMP-1 inh -0.5, NALP1 yeast inh 11, M18AAP inhibitor -3, p-CIP stab down 3 and PHOSPHO1 block 3.
For CCc1ccc(N2CC(O)(c3cccs3)[N+]3=C2SCCC3)cc1 (centres undefined) the results were GPR7 antag 3, IDE act 1, IDE inh 5, VIM-2 inhibitor -0.3, IMP-1 inh -3.2, NALP1 yeast inh 8, M18AAP inhibitor -4, p-CIP stab down -12 and PHOSPHO1 block -32.
For Cc1cc(C)c(-n2c(SCCS(=O)(=O)c3ccc(F)cc3)n[nH]c2=O)c(C)c1 the results were GPR7 antag 3, IDE act 6, IDE inh -1, VIM-2 inhibitor 0.1, IMP-1 inh -1.6, NALP1 yeast inh -1, M18AAP inhibitor 41*, p-CIP stab down -7 and PHOSPHO1 block 20.
O=C(c1ccco1)N1CCN(C(c2ccccn2)c2nnnn2C2CCCC2)CC1 (centres undefined) was read as GPR7 antag -14, IDE act 5, IDE inh -3, VIM-2 inhibitor -4.7, IMP-1 inh -2.6, NALP1 yeast inh -3, M18AAP inhibitor 2, p-CIP stab down 4 and PHOSPHO1 block -1.
COc1cccc(NC(=O)c2ccccc2-c2nc(-c3ccc(F)cc3)no2)c1 was read as GPR7 antag -13, IDE act 0, IDE inh 4, VIM-2 inhibitor -1.1, IMP-1 inh -1.2, NALP1 yeast inh 8, M18AAP inhibitor 1, p-CIP stab down -1 and PHOSPHO1 block -7.
COc1ccc(C(=O)/C=C/Nc2cccc(O)c2)cc1 was read as GPR7 antag 9, IDE act 2, IDE inh 4, VIM-2 inhibitor -1.5, IMP-1 inh -2.0, NALP1 yeast inh 12, M18AAP inhibitor 24, p-CIP stab down -8 and PHOSPHO1 block 57.
For O=C(O)COc1ccccc1-c1nc(-c2ccccc2)c(-c2ccccc2)[nH]1 the results were GPR7 antag -15, IDE act 0, IDE inh 0, VIM-2 inhibitor -1.2, IMP-1 inh -1.1, NALP1 yeast inh -10, M18AAP inhibitor -3, p-CIP stab down 6 and PHOSPHO1 block 19.
For CCOC(=O)c1cc2c(=O)n3ccccc3nc2n(CC(C)C)c1=NC(=O)c1c(-c2c(F)cccc2Cl)noc1C the results were GPR7 antag -8, IDE act 1, IDE inh 9, VIM-2 inhibitor -2.6, IMP-1 inh -2.0, NALP1 yeast inh 22, M18AAP inhibitor 4, p-CIP stab down -23 and PHOSPHO1 block -12.
`CC1=C(C(=O)OCC2CCCO2)C(c2ccc(F)cc2)NC(=O)N1` (centres undefined) gave GPR7 antag -5, IDE act -1, IDE inh 4, VIM-2 inhibitor -4.8, IMP-1 inh -2.6, NALP1 yeast inh 41*, M18AAP inhibitor -2, p-CIP stab down 13 and PHOSPHO1 block -3.
CC1Oc2ccccc2C(=O)N(CC(=O)c2ccc3c(c2)OCCO3)C1=O (centres undefined) was read as GPR7 antag -13, IDE act 2, IDE inh 3, VIM-2 inhibitor -2.2, IMP-1 inh -0.3, NALP1 yeast inh 16, M18AAP inhibitor -3, p-CIP stab down -12 and PHOSPHO1 block 44.
`COc1ccc(OCC(=O)NNC(=O)c2c(-c3ccccc3Cl)noc2C)cc1` gave GPR7 antag -10, IDE act -2, IDE inh 0, VIM-2 inhibitor -2.8, IMP-1 inh -2.4, NALP1 yeast inh 12, M18AAP inhibitor 5, p-CIP stab down 3 and PHOSPHO1 block 51.
O=C(OCc1cc2ccccc2[nH]c1=O)c1ccc([N+](=O)[O-])cc1 was read as GPR7 antag -5, IDE act 11, IDE inh 1, VIM-2 inhibitor -2.5, IMP-1 inh -3.8, M18AAP inhibitor -2, p-CIP stab down -10 and PHOSPHO1 block 13.
`O=C(NC1(C(F)(F)F)C(=O)Nc2c1c(=O)[nH]c(=O)n2-c1ccccc1)c1cccnc1` (centres undefined) gave GPR7 antag 0, IDE act 6, IDE inh 5, VIM-2 inhibitor -4.2, IMP-1 inh -3.3, NALP1 yeast inh 5, M18AAP inhibitor -1, p-CIP stab down -8 and PHOSPHO1 block 18.
For O=C(c1ccc(-c2ccccc2)cc1)N1CCN(c2ncccn2)CC1 the results were GPR7 antag 8, IDE act 2, IDE inh 3, VIM-2 inhibitor -1.8, IMP-1 inh -0.1, NALP1 yeast inh 32, M18AAP inhibitor -1, p-CIP stab down -1 and PHOSPHO1 block 11.
`CSc1ccc(CC(=O)N2CCC(n3nccc3NC(=O)C3CC3)CC2)cc1` gave GPR7 antag -9, IDE act 3, IDE inh 8, VIM-2 inhibitor -0.7, IMP-1 inh -2.2, NALP1 yeast inh 6, M18AAP inhibitor -2, p-CIP stab down -12 and PHOSPHO1 block -4.
CCc1nc2cccnc2n1-c1ccc(CC(=O)NCCOC)cc1 was read as GPR7 antag -10, IDE act 0, IDE inh -1, VIM-2 inhibitor -0.6, IMP-1 inh -1.4, NALP1 yeast inh 20, M18AAP inhibitor 0, p-CIP stab down -9 and PHOSPHO1 block 18.
Cc1nc2c(-c3ccc(F)cc3)cnn2c(N)c1-c1ccccc1 was read as GPR7 antag 7, IDE act 4, IDE inh 5, VIM-2 inhibitor -1.8, IMP-1 inh -1.7, NALP1 yeast inh 17, M18AAP inhibitor 7, p-CIP stab down 0 and PHOSPHO1 block 20.
O=C(Nc1cccc(F)c1)/C(=C\c1cccnc1)NC(=O)c1ccco1 was read as GPR7 antag -19, IDE act -2, IDE inh -1, VIM-2 inhibitor -1.2, IMP-1 inh -2.6, NALP1 yeast inh 12, M18AAP inhibitor 9, p-CIP stab down -11 and PHOSPHO1 block 13.
O=C(NC1CCCCCC1)c1cc2c(=O)n3ccccc3nc2s1 was read as GPR7 antag -9, IDE act -4, IDE inh 0, VIM-2 inhibitor 0.6, IMP-1 inh -1.1, NALP1 yeast inh 3, M18AAP inhibitor 6, p-CIP stab down 0 and PHOSPHO1 block 22.
For O=C1C=CC(=O)N1c1cccc(-c2ccccc2)c1 the results were GPR7 antag 1, IDE act -38, IDE inh 0, VIM-2 inhibitor -1.3, IMP-1 inh -4.4, NALP1 yeast inh 14, M18AAP inhibitor -42, p-CIP stab down -39 and PHOSPHO1 block 78*.
O=C(NCC(NS(=O)(=O)OCC(Cl)(Cl)Cl)c1ccccc1)C(F)(F)F (centres undefined) was read as GPR7 antag -7, IDE act 4, IDE inh -1, VIM-2 inhibitor -0.3, IMP-1 inh -1.1, NALP1 yeast inh 12, M18AAP inhibitor -4, p-CIP stab down -2 and PHOSPHO1 block -2.
CC(C)CC(c1nnnn1C(C)(C)C)N1CCN(C2CCCC2)CC1 (centres undefined) was read as GPR7 antag 18*, IDE act 0, IDE inh -2, VIM-2 inhibitor -4.3, IMP-1 inh -1.1, NALP1 yeast inh 27, M18AAP inhibitor -1, p-CIP stab down -8 and PHOSPHO1 block 25.
For COC(=O)c1cc(OC)c(OC)cc1NC(=O)CCCCCN1C(=O)CCC1=O the results were GPR7 antag -10, IDE act -4, IDE inh 0, VIM-2 inhibitor 1.6, IMP-1 inh -1.2, NALP1 yeast inh -18, M18AAP inhibitor -8, p-CIP stab down 1 and PHOSPHO1 block 34.
For COc1ccc(N(CC(=O)NC2CC3CCC2C3)S(=O)(=O)c2ccc(C)cc2)cc1 (centres undefined) the results were GPR7 antag -19, IDE act 1, IDE inh 2, VIM-2 inhibitor -0.4, IMP-1 inh 2.5, NALP1 yeast inh 16, M18AAP inhibitor 0, p-CIP stab down 11 and PHOSPHO1 block 38.
For COc1ccccc1OC(=O)Cc1cccc2ccccc12 the results were GPR7 antag -10, IDE act 0, IDE inh -2, VIM-2 inhibitor -0.6, IMP-1 inh -2.3, NALP1 yeast inh 26, M18AAP inhibitor 1, p-CIP stab down 5 and PHOSPHO1 block 34.
Screening COc1ccc2c(c1)CCN1C2CCN2C(=O)CCC21 (centres undefined) returned GPR7 antag -10, IDE act 4, IDE inh 1, VIM-2 inhibitor -0.7, IMP-1 inh -1.5, NALP1 yeast inh 14, M18AAP inhibitor 4, p-CIP stab down 3 and PHOSPHO1 block 16.
For COc1ccc(Cl)cc1C(=O)NCc1cn(C)nc1C the results were GPR7 antag -15, IDE act 3, IDE inh 1, VIM-2 inhibitor -2.4, IMP-1 inh -2.9, NALP1 yeast inh 3, M18AAP inhibitor -9, p-CIP stab down -9 and PHOSPHO1 block 45.
Screening COc1ccc(CCN(C)C2CCCN(C(=O)Cn3cccn3)C2)cc1OC (centres undefined) returned GPR7 antag 1, IDE act 8, IDE inh -2, VIM-2 inhibitor 1.8, IMP-1 inh 1.2, NALP1 yeast inh 16, M18AAP inhibitor 12, p-CIP stab down 7 and PHOSPHO1 block -44.

Screens as filed in PubChem BioAssay.
